# Screening results as filed in PubChem.
# Salmonella PhoP GFP: PhoP-dependent GFP reporter repression – Salmonella Typhimurium, primary screen (AID 1863); S. Typhimurium PhoP-regulated promoter GFP reporter, 4 h; higher % means a stronger effect; inhibition, % at 50 µM, or IC50 in µM where a hit was titrated; hit rate 0.16% among 300,000;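 active = inhibition over 29.93%, a cutoff 3 SD above the screen mean, later confirmed by dose response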;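 note: 0% = low Mg2+ inducing control and 100% = high Mg2+ repressing control; strong numbers were not always called active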
# Dynein cargo inh: blocks dynein driven cargo transport along microtubules. AID 1381. 3617.4 mouse cells, GR-EGFP nuclear translocation imaging; test concentration mostly 20 µM; stimulated with dexamethasone, 1 µM; hits give low values. hit rate 0.47% among 220,000. z-score, hits read low;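 active = plate z-score of nuclear minus cytoplasmic receptor signal below a set negative limit, without overly bright fluorescence or cell loss, cut at about -3.5 in these data, passing the limit was not always enough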;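 note: z-score of nuclear minus cytoplasmic ring GR-EGFP intensity difference per well; some compounds called inactive have numbers as strong as hits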
#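 medium = tetracycline-free induction medium containing charcoal-stripped FBS | also added = 1.0 µM final dexamethasone stimulus | schedule = 48 h induction, 1 h compound, 30 min dex at 37 °C | technique = fixed, Hoechst-stained cells imaged at 10x for EGFP | measure = GR-EGFP nuclear translocation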
# Lipid droplet: hepatic lipid droplet formation modulation. hit rate 0.4% among 240,000. inhibition, % at 6.5 µM. AML12 mouse hepatocytes, oleate lipid droplets, BODIPY imaging. AID 1656;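 active = lipid droplet intensity inhibited by at least 50%, with more than 500 cells counted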
#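 Material: mouse AML12 hepatocyte cell line, fixed after treatment; Timing: compound with oleate, overnight; Technique: high-content imaging of BODIPY-stained droplets and DAPI nuclei; Probe or stimulus: oleate, 100 µM final; Dosing: compound at 6.5 µM only.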
# Insulin prom up: MIN6 insulin promoter up-regulation; MIN6 insulin promoter-GFP reporter, high-content imaging; hits give high values; z-score at 5 µM; hit rate 0.3% among 190,000;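 active = z-score above 3 at 5 µM with at least 500 cells counted in the well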
# Autophagy HCS: modulators of autophagy. MEF GFP-LC3 puncta imaging; test concentration mostly 10 µM. calls only at 10 µM (by protocol). hit rate 0.98% among 190,000. AID 463193;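 active = percentage of spot-positive cells more than 3 SD above its plate mean, without a fluorescence outlier flag or 80% toxicity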;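 note: spot-positive cell cutoff set from DMSO-treated cells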
# MT stabilize HCS: microtubule stabilizers in HeLa cells; HeLa tubulin immunostaining HCS, 24 h; share of cells brighter than vehicle mean+2SD; AID 2205; hit rate 0.83% among 200,000; % tubulin-high responders, % at 10 µM;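 active = plate Z-score above 3 for both tubulin-high and condensed-nucleus cell shares, with cell loss under 80%, at 10 µM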;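 note: anti alpha tubulin signal scored within the nucleus-defined area of each cell; some results filed as inactive read as strong as hits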
# T cell HTS: T cell immune modulators affecting CD8 T cell-vesicle binding; 2C CD8+ T cell-vesicle binding, flow cytometry; hits give low values; hit rate 0.068% among 330,000; calls only at 7 µM;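 active = response, share of CD8 T cells binding vesicles, and their 90th percentile fluorescence all below set limits, cut at about 80% in these data, passing the limit was not always enough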
#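 incubation = binding step 1.5 h, 37 °C, antibody labelling 20 min, ice | test system = 2C mouse CD8+ T cells | read-out basis = percent CD8+ FL2 mean versus row control | controls = Peptide-free naked vesicles (low) and QL9 vesicles with 0.7% DMSO vehicle (high) | detection = flow cytometry of vesicle-bound cells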
# b-catenin transl: modulators of beta-catenin nuclear translocation | HeLa beta-catenin nuclear translocation, immunofluorescence imaging | nuclear translocation activity, % at 5 µM | hit rate 0.3% among 190,000 | AID 1665;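 active = nuclear translocation activity above 50% at 5 µM, with a well cell count of 50 or more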;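 note: per-cell ratio of nuclear to cytoplasmic median beta-catenin stain intensity; plate controls were DMSO negative control for no effect and GSK-3 inhibitor IX positive control for full effect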
#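 Signal – beta-catenin immunofluorescence imaging with DAPI · Test system – human HeLa cell line · Dosing – 5 µM primary single dose, 0.1% DMSO, 0.02–20 µM confirmation series · Measure – % activation, nuclear-to-cytoplasmic median beta-catenin signal ratio per cell · Incubation – 24 h compound exposure at 37°C, 5% CO2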
# ER stress rescue: protection against thapsigargin-triggered cell killing – 384-well, CSM14.1, ATP luminescence, primary screen (AID 1222). CSM14.1 thapsigargin-induced death rescue, ATP luminescence; higher % means a stronger effect. cellular ATP content (survival), % at 20 µM, or EC50 in µM where a hit was titrated. 190,000 tested, under 10 active;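 active = EC50 below 50 µM in the dose-response confirmation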;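 note: death triggered by thapsigargin at about 15 µM added after 2 h compound pretreatment; cell ATP read after overnight thapsigargin exposure of roughly 18 to 22 hours; normalized against plate controls of thapsigargin alone and 5% DMSO vehicle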
# Dynein cargo inh cytoplasmic EGFP: further read-out of Dynein cargo inh, marked with its call; z-score; measured here: cytoplasmic GR-EGFP intensity; hits give high values
# Dynein cargo inh nuclear GR-EGFP: second read-out of Dynein cargo inh, no call of its own (marks repeat the call); z-score; measured here: nuclear GR-EGFP intensity;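 lower value marks the stronger effect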
# Dynein cargo inh cell count: further read-out of Dynein cargo inh, marked with its call; z-score; measured here: cell count per field
# Insulin prom up cell count: further read-out of Insulin prom up, marked with its call; cell count; measured here: cytotoxicity, nuclei count;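 total cells summed across four imaged fields per well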
# Lipid droplet cells 6.5 µM: second read-out of Lipid droplet, no call of its own (marks repeat the call); cell count; measured here: cell count, cytotoxicity flag;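 cells counted across two imaged fields per well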
# b-catenin transl cell count 5 µM: recorded beside b-catenin transl, whose call it bears; cell count; measured here: cell count, cytotoxicity flag
# T cell HTS vesicle-bound %: recorded beside T cell HTS, whose call it bears; double positive events, %; measured here: CD8+ vesicle-bound cell fraction;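 binding gate set so that unloaded-vesicle control wells show 10% double positive cells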
# MT stabilize HCS Hoechst-high %: further read-out of MT stabilize HCS, marked with its call; % Hoechst-high responders; measured here: nuclear condensation Hoechst responders;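 share of cells brighter than vehicle mean plus two SD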
# MT stabilize HCS cytotoxicity %: second read-out of MT stabilize HCS, no call of its own (marks repeat the call); toxicity, %; measured here: cytotoxicity by cell density;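 0% = mean cell density of plate MIN control wells and 100% = no cells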
# Autophagy HCS cell loss 18 h: further read-out of Autophagy HCS, marked with its call; toxicity, %; measured here: cell loss, nuclei count;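 cell loss after 18 h compound exposure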
# Active calls of the source: *; i = inactive; · = not tested or not shown.
SMILES,Salmonella PhoP GFP,Dynein cargo inh,Dynein cargo inh cytoplasmic EGFP,Dynein cargo inh nuclear GR-EGFP,Dynein cargo inh cell count,Lipid droplet,Lipid droplet cells 6.5 µM,Insulin prom up,Insulin prom up cell count,Autophagy HCS,Autophagy HCS cell loss 18 h,MT stabilize HCS,MT stabilize HCS Hoechst-high %,MT stabilize HCS cytotoxicity %,T cell HTS,T cell HTS vesicle-bound %,b-catenin transl,b-catenin transl cell count 5 µM,ER stress rescue
CC(C)(C)C1CCC(=NNC(=O)c2cc(-c3ccccc3)n[nH]2)CC1 (stereo unspecified),-13%,-0.077,-0.33,-0.39,0.35,11,637,-0.14,1214,i,-8,1.4,3.6,11,i,38,-2.0,500,1.1%
COC(=O)[C@H](CC(C)C)NC(=O)Nc1ccc2c(c1)OCCO2,2%,-1.1,-0.14,-0.62,0.17,·,·,·,·,i,15,3.2,2.2,4.5,i,18,-1.4,926,-0.9%
CN1CCN(c2ccc([N+](=O)[O-])cc2/C=N/NC(=O)c2cccc([N+](=O)[O-])c2)CC1,3%,-0.35,-0.3,-0.5,0.42,17,731,0.1,1187,i,7,3.0,1.7,6.0,i,43,-3.1,578,-1.4%
O=C(CSc1nnc(CNc2ccc(F)cc2)o1)OC1CCCCC1,2%,0.38,-0.21,-0.69,-1.1,·,·,-0.13,1586,i,2,3.7,1.6,3.0,i,25,1.1,1340,1.3%
CC/C(O)=C1\C(=O)CC(c2ccccc2)CC1=NCCc1c(C)[nH]c2ccc(C)cc12 (stereo unspecified),-11%,-1.1,-0.29,0.038,0.75,-10,714,-0.45,1244,i,23,2.9,3.0,9.2,i,14,-1.5,605,18%
CCOc1ccc(NC(N)=O)cc1,6%,-0.53,-0.33,-0.14,0.37,·,·,0.51,1201,i,-10,4.0,2.4,2.7,i,5,2.0,723,0.8%
Cc1ccccc1Cn1nc(C)c(NC(=O)c2nc3n(n2)C(C(F)F)CC(C)N3)c1C (stereo unspecified),15%,-0.34,0.089,-0.065,1.1,7,774,-0.62,1341,i,6,1.3,1.3,3.6,i,21,0.1,1095,-0.4%
Cc1cc(NC(=O)C2Oc3ccccc3OC2C)no1 (stereo unspecified),-6%,0.19,-0.19,-0.0022,0.25,37,705,0.28,1508,i,13,1.5,0.9,2.6,i,61,-0.6,1470,0.0%
COc1cc(S(=O)(=O)Nc2ccc(C)cc2)ccc1N=Cc1c(C)[nH]n(-c2ccc(C)cc2)c1=O,-13%,-0.12,-0.24,-0.096,0.3,5,654,0.21,1363,i,7,3.0,1.4,8.3,i,44,·,·,-2.2%
O=[N+]([O-])c1ccc(-c2n(-c3ccccn3)c3ccccc3[n+]2-c2ccccn2)cc1,-6%,1.8,-0.66,1.2,-1.3,-12,586,0.17,1153,·,·,·,·,·,i,15,-1.1,1254,·
O=C(c1ccccc1Cl)N(Cc1ccc(Br)cc1)N1C(=O)CCCC1=O,-7%,-0.48,-0.33,0.17,0.46,2,626,0.16,1638,i,-17,2.6,2.0,10,i,26,-2.5,866,-1.8%
COC(=O)c1cc(OC)c(OC)cc1NC(=S)N1CCN(C/C=C/c2ccccc2)CC1,-15%,-0.95,-0.18,-0.29,0.12,-66,749,0.87,1287,i,-7,1.6,2.5,13,i,17,·,·,-2.5%
COC(=O)c1cc2c(C)nn(C)c2s1,-9%,1.3,-0.28,0.47,-0.06,11,758,-0.51,1265,·,·,·,·,·,i,28,1.3,1015,·
O=C(N/C(=C/c1ccc(Br)cc1)C(=O)N1CCCC1)c1ccccc1F,1%,-0.96,-0.28,-0.66,0.61,-6,733,-0.01,1195,i,-8,4.9,3.1,4.4,i,49,-3.6,592,-0.9%
Cc1ccc(-n2c(SCC(=O)NCC3CCCO3)nc3n[nH]c(C)c3c2=N)cc1Cl (stereo unspecified),4%,-0.39,-0.2,0.19,0.43,14,754,-3,1082,i,-7,3.8,2.6,14,i,53,-1.3,1068,·
COc1cc(C)c(C(C)C)cc1S(=O)(=O)n1ccnc1,5%,0.071,-0.25,-0.17,-0.47,4,714,·,·,i,-4,4.3,2.1,7.2,i,28,5.9,541,3.0%
Cc1cc(C(=O)OCC(=O)N(C)c2ccccc2)ccc1[N+](=O)[O-],1%,-0.61,-0.29,-0.17,0.85,15,716,-0.74,1153,i,14,1.7,1.5,8.5,i,37,-0.3,1080,-0.6%
COc1ccc(Cl)cc1NC(=O)N1CCN(C2CCCCC2)CC1,11%,0.96,-0.27,0.37,0.36,1,692,0.13,1149,i,-2,2.6,2.1,6.1,i,31,-1.4,1124,·
Cc1ccc2sc(-c3ccc(NC(=O)CCN4C(=O)c5ccccc5C4=O)cc3)nc2c1,-12%,-0.79,-0.21,-0.54,0.41,7,702,-0.32,1565,i,3,2.3,3.3,4.8,i,58,-0.5,1166,-0.8%
Cc1cc(-c2csc(NC(=O)c3ccc(=O)[nH]c3)n2)c(C)n1Cc1ccco1,-7%,-0.76,-0.19,-0.32,0.41,-9,695,0.66,1436,·,·,·,·,·,i,55,1.5,1090,·
COc1ccccc1C1C(C(N)=O)=C(C)Nc2nc(-c3ccccc3Cl)nn21 (stereo unspecified),-8%,-0.84,0.14,-0.36,0.42,·,·,-0.43,1094,i,1,2.2,6.0,4.7,i,52,-5.6,1119,-0.8%
Cc1nc2nc[nH]n2c(=O)c1NC(=O)c1c(-c2ccccc2Cl)noc1C,-1%,0.46,-0.043,0.72,0.65,4,772,0.52,1204,i,-5,4.9,1.6,8.0,i,60,0.6,943,-2.5%
COc1ccc(Oc2nc(SC)nc3ccccc23)cc1,-4%,-0.1,-0.16,-0.39,0.8,8,692,-0.34,1782,i,-6,2.1,0.8,2.3,i,32,-0.8,960,-4.2%
COc1ccc(C2CC(c3ccc(Br)cc3)Nc3nc(N)nn32)cc1 (stereo unspecified),0%,-0.34,-0.46,0.022,0.56,·,·,0.14,1240,i,15,4.0,2.8,18,i,30,-3.3,894,-1.1%

# 3 compounds already listed, arranged by the number in Salmonella PhoP GFP, high to low.
SMILES,Salmonella PhoP GFP
COc1ccc(Cl)cc1NC(=O)N1CCN(C2CCCCC2)CC1,11%
Cc1nc2nc[nH]n2c(=O)c1NC(=O)c1c(-c2ccccc2Cl)noc1C,-1%
Cc1cc(-c2csc(NC(=O)c3ccc(=O)[nH]c3)n2)c(C)n1Cc1ccco1,-7%

# More records follow:
SMILES,Salmonella PhoP GFP,Dynein cargo inh,Dynein cargo inh cytoplasmic EGFP,Dynein cargo inh nuclear GR-EGFP,Dynein cargo inh cell count,Lipid droplet,Lipid droplet cells 6.5 µM,Insulin prom up,Insulin prom up cell count,Autophagy HCS,Autophagy HCS cell loss 18 h,MT stabilize HCS,MT stabilize HCS Hoechst-high %,MT stabilize HCS cytotoxicity %,T cell HTS,T cell HTS vesicle-bound %,b-catenin transl,b-catenin transl cell count 5 µM,ER stress rescue
C=CS(=O)(=O)c1sc(Cl)c(N2CCOCC2)c1[N+](=O)[O-],-3%,-4.3*,1.9*,-2.4*,0.71*,1,750,0.25,1458,i,-3,2.1,1.4,6.9,·,·,0.1,1004,1.2%
Cn1c(=O)c2c(ncn2CC(=O)OCC(=O)Nc2ccccc2Cl)n(C)c1=O,6%,0.76,-0.18,0.35,-0.42,8,675,0.56,1497,i,12,1.0,2.1,11,i,43,0.4,1090,-3.0%
CC(=O)Nc1ccc(NC(=O)C(C)Oc2ccccc2F)cc1 (stereo unspecified),-3%,-0.27,-0.24,-0.28,0.11,-11,714,·,·,i,-4,4.3,2.7,2.2,i,36,-1.3,558,-2.9%
CC(C)(C)CC(=O)Nc1nnc(-c2cccs2)s1,1%,-0.96,-0.19,-0.26,0.11,-1,658,0.37,1815,i,7,6.2,3.4,8.4,i,62,-0.5,1002,1.9%
COc1ccc(O)c(/C=N/Nc2nc(Nc3ccccc3)nc(-n3nc(C)cc3C)n2)c1,8%,0.77,0.13,0.66,-0.91,0,718,-3.7,826,i,8,3.9,1.0,14,i,16,-3.2,1153,-2.0%
Cc1ccc(NC(=O)COC(=O)C2COc3ccccc3O2)cc1S(=O)(=O)N1CCOCC1 (stereo unspecified),5%,-0.045,-0.19,-0.092,-0.41,0,675,-0.16,1421,i,5,1.2,2.4,2.7,i,43,0.3,940,-1.0%
N#Cc1ccccc1NC(=O)CSc1ccc([N+](=O)[O-])cn1,-5%,0.17,-0.34,0.53,-0.29,-12,661,-0.46,1044,i,13,4.2,3.1,7.9,i,30,-1.1,1098,-0.7%
Cc1csc(NC(=O)c2nc3nccc(C)n3n2)n1,3%,-0.72,-0.22,-0.37,1,·,·,0.7,1316,i,-8,1.6,1.5,8.3,i,37,0.5,942,-0.4%
CCn1c(SCC(N)=O)nnc1C(C)C,-4%,0.038,-0.33,-0.2,0.82,-1,762,-0.07,1224,i,-5,2.8,2.6,13,i,55,·,·,1.1%
